# Source: PubChem (Sanford-Burnham Center for Chemical Genomics)
# 697 NFkB inh = inhibitors of PMA/ionomycin-induced NF-kB reporter, 697 cells, primary screen, B-cell NF-kB inhibitor project, cell-based, luminescence, uHTS | 697 B-cell NF-kB luciferase reporter, 16 h | inhibition, % at 4 µM | hit rate 0.33% among 330,000 | AID 435022, 2010; in the data active means inhibition above about 35%
# HKDC1 inh = HKDC1 hexokinase inhibitors, primary screen, biochemical, fluorescence, uHTS | hit rate 0.16% among 340,000 | recombinant HKDC1, G6PDH/diaphorase resazurin coupled fluorescence | inhibition, % at 20 µM | Q2TB90;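 active means inhibition above about 35% when tested at 20 µM, limit read from the data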;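 further: plate controls were DMSO wells with enzyme for no effect and DMSO wells lacking enzyme for full effect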
#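 System: Recombinant HKDC1 hexokinase | Amount: HKDC1 at 5 µg/mL | Reagent: Glucose with 1 mM ATP | Doses: Single 20 µM dose | Incubation: Reaction time 90 min, room temperature, protected from light | Signal: Coupled resazurin fluorescence, excitation 525 nm, emission 613 nm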
# Apaf1 inhib = inhibitors of human Apaf-1 apoptosome, primary screen, biochemical, DEVD-Rh110 fluorescence, uHTS | reconstituted apoptosome caspase-3 activity | inhibition, % at 20 µM | hit rate 0.71% among 330,000 | AID 489030, 2010; active means inhibition of at least 40% at 20 µM;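 further: plate controls were DMSO wells for no effect and DEVD-CHO caspase inhibitor wells for full effect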
#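 Assay system: Apoptosome proteins | Medium: pH 7.5 Hepes buffer with CHAPS, BSA, DTT | Also added: Cytochrome c and DEVD-Rh110 substrate | Times: 30 min plus 50 min, RT | Detection: Rhodamine 110 fluorescence at Ex 480/Em 540 nm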
# UBC13 inh = UBC13 polyubiquitin chain formation inhibitors, primary screen, biochemical, TR-FRET, uHTS; Ubiquitin-conjugating enzyme E2 N (Homo sapiens), P61088; inhibition, % at 20 µM; hit rate 0.47% among 330,000; AID 485273, 2010; in the data active means inhibition above about 45%, passing the limit was not always enough
# Target sequence (P61088 whole entry, looked up): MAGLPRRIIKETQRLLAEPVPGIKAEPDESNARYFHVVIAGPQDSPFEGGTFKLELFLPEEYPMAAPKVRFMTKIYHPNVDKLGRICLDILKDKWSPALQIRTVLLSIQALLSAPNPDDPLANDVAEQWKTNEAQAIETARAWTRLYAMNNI
# Gli-Sufu antag = Gli-Sufu pathway antagonists, primary screen, luciferase luminescence, Sufu-KO-LIGHT cells, uHTS | Sufu-KO-LIGHT fibroblasts, Gli luciferase reporter luminescence | inhibition, % at 5 µM | hit rate 0.74% among 340,000 | AID 588413, 2011;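 active means inhibition above about 55%, limit read from the data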;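 further: 0% = DMSO-treated cells and 100% = wells with medium but no cells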
# SENP7 inh = SENP7 protease inhibitors, primary screen, biochemical, luminescence, uHTS. AID 434973, 2010. hit rate 1.5% among 330,000. inhibition, % at 5 µM. recombinant SENP7, Z-RLRGG-aminoluciferin luminescence, 40 min. Sentrin-specific protease 7 (Homo sapiens), Q9BQF6;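 active means inhibition above about 50% at the single test dose, limit read from the data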;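 further: plate controls were DMSO with enzyme for no effect and no enzyme buffer wells for full effect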
# Target sequence (Q9BQF6 706-1050 limits assumed): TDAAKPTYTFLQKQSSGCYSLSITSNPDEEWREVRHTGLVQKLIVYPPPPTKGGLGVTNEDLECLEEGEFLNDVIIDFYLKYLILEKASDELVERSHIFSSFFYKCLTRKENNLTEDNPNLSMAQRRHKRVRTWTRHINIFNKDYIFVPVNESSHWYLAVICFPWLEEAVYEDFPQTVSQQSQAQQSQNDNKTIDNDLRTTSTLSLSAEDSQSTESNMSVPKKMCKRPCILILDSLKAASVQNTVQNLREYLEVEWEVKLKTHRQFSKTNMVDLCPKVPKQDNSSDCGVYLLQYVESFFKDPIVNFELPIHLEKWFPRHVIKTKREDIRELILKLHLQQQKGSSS
# Jurkat NFkB inh = inhibitors of induced NF-kB luciferase reporter, primary screen, TCR NF-kB activation inhibitor project, cell-based, luminescence, uHTS | Jurkat, PMA/ionomycin-induced NF-kB luciferase reporter | inhibition, % at 4 µM | hit rate 0.53% among 330,000
# SENP8 inh = SENP8 protease inhibitors, primary screen, biochemical, luminescence; Sentrin-specific protease 8 (Homo sapiens), Q96LD8; purified SENP8, Z-RLRGG-aminoluciferin cleavage; inhibition, % at 10 µM; hit rate 1.2% among 330,000; AID 2540, 2010
# Target sequence (Q96LD8 whole entry, looked up): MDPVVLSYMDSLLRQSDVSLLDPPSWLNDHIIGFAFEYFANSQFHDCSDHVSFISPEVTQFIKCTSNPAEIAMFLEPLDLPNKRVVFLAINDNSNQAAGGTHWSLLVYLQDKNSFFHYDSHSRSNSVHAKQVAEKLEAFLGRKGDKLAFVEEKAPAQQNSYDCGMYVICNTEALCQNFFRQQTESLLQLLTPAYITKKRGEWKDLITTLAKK
# Numbers without * were called inactive; i = inactive; . = not tested or not shown. Unless noted, no stated cut-off is given here; in the data, active means inhibition above about 50%; inactive means the rest.
structure	697 NFkB inh	Apaf1 inhib	SENP7 inh	UBC13 inh	HKDC1 inh	SENP8 inh	Gli-Sufu antag	Jurkat NFkB inh
CCCc1cc(=O)[nH]c(SCC(=O)c2c[nH]c3ccccc23)n1	14.3	-5.0	-9.7	2.6	-5.7	0.3	-3.8	8.7
CN(CC(=O)Nc1ccccc1C(=O)NC1CC1)Cc1ccc(Cl)s1	15.0	1.8	7.9	5.2	3.2	-3.6	-7.7	14.9
Clc1ccc(-c2onc3c2CCCC3)cc1	5.8	-4.9	-0.4	5.2	-3.4	-14.7	-12.9	-12.3
N=c1sccn1CC(=O)Nc1ccccc1Oc1ccccc1	-6.0	18.6	10.2	-0.2	-0.2	-0.8	-1.3	3.8
Cc1[nH]c2ccccc2c1C(=O)CSC(=S)N1CCN(C)CC1	-13.8	3.8	-1.5	2.3	2.7	-10.1	-2.6	-21.2
COc1ccccc1N1CCN(C(=O)c2cc(-c3ccc(C)cc3)on2)CC1	-15.3	19.6	-2.2	-1.9	17.1	-9.2	3.2	-4.1
Cc1cc(NCC2CCCCC2)nc2ccccc12	-41.7	16.9	-12.8	7.7	-5.3	-9.2	22.3	-26.6
CCOc1ccc(NC(=O)CN(C)C(=O)c2cc(S(=O)(=O)N3CCCCC3)ccc2Cl)cc1OCC	-0.7	5.9	12.5	1.4	-0.6	-4.1	6.2	-8.9
O=[N+]([O-])c1ccc(N2CCN(S(=O)(=O)c3ccc4ccccc4c3)CC2)cc1NCc1ccco1	-8.1	-0.1	-3.7	-9.8	-3.4	-6.1	6.3	2.5
Cc1cccc2nc(COc3ccc4ccccc4c3Br)cn12	-231.6	29.2	34.2	-34.2	3.9	21.6	-43.5	-134.9
NC(=O)CN1C(=O)NC2(CCCc3sccc32)C1=O (stereo not given)	1.3	0.5	8.5	0.6	-4.1	0.0	-2.9	5.7
Cc1ccc(N(C)S(=O)(=O)c2ccc(C)cc2)cc1	5.7	17.5	0.7	-0.8	10.0	-3.1	2.4	-4.7
C[C@@H]1CCC2[C@](C)(CO)[C@@H](O)CC[C@]2(C)[C@@]12CC[C@@](CO)(CC(=O)O)O2 (stereo not given in full)	18.5	-3.3	0.8	2.2	-3.2	4.5	2.7	-6.2
O=C(NNC(=O)c1cnccn1)c1ccc(Cl)c(Cl)c1	11.5	-9.7	-10.7	0.7	-5.4	-9.6	-19.8	1.5
NC(=O)CSc1nnnn1CC(CC(=O)O)c1ccccc1 (stereo not given)	6.6	-1.1	6.1	2.9	0.9	1.6	1.7	3.0
CCN1C(=O)[C@@H]2Cc3c([nH]c4ccccc34)C(c3ccc(OC)cc3)N2C1=S (stereo not given in full)	i	19.4	5.0	-6.8	-2.3	-1.5	-8.5	-34.7
CCOC(=O)c1c(C)nc2sc3c(=O)n(-c4ccc(C)cc4)cnc3c2c1-c1ccc(OC)cc1	3.9	10.8	-2.6	37.9	-8.9	3.9	-2.9	5.5
COc1ccc(C2=CC(=O)C[C@H](c3ccc(F)cc3)C2)cc1OC	3.4	10.9	2.8	5.1	-2.6	2.7	2.4	1.2
CN1C(=O)/C(=C/c2ccc(OCc3ccccc3F)cc2)NC1=S	-1.9	-1.9	0.5	6.7	-4.5	-1.9	0.2	2.0
O=C(NCC(c1ccco1)N1CCCCC1)c1ccc(S(=O)(=O)Nc2ccccc2)cc1 (stereo not given)	-8.7	11.0	-4.6	0.9	-6.5	-4.2	-26.9	8.7
O=C(NNC(=S)Nc1ccc(F)cc1)[C@H]1C[C@@H]1c1ccccc1	1.6	-0.2	-9.7	-9.4	-2.6	-11.4	1.3	-2.1
Cc1nn(CC(O)c2ccccc2)c(C)c1Br (stereo not given)	-4.2	4.4	-9.4	-13.5	2.4	-17.7	-9.3	-6.2
COc1ccc(CC(=O)N(Cc2ccccc2)c2ccc(C)cc2)cc1OC	-13.2	21.5	-2.3	-1.7	0.7	5.4	12.7	-1.1
CCOC(=O)CSc1nnc(-c2ccccc2NC(=O)c2ccccc2)o1	-11.4	-7.6	1.5	0.6	12.8	6.4	2.6	9.0
COc1ccc(S(=O)(=O)n2nc(-c3cc(OC)c(OC)c(OC)c3)cc2N)cc1OC	9.7	15.1	6.1	6.2	-1.2	-8.3	7.1	4.5

# Fetched by structure from the list above:
structure	697 NFkB inh	Apaf1 inhib	SENP7 inh	UBC13 inh	HKDC1 inh	SENP8 inh	Gli-Sufu antag	Jurkat NFkB inh
Cc1ccc(N(C)S(=O)(=O)c2ccc(C)cc2)cc1	5.7	17.5	0.7	-0.8	10.0	-3.1	2.4	-4.7
C[C@@H]1CCC2[C@](C)(CO)[C@@H](O)CC[C@]2(C)[C@@]12CC[C@@](CO)(CC(=O)O)O2 (stereo not given in full)	18.5	-3.3	0.8	2.2	-3.2	4.5	2.7	-6.2
O=[N+]([O-])c1ccc(N2CCN(S(=O)(=O)c3ccc4ccccc4c3)CC2)cc1NCc1ccco1	-8.1	-0.1	-3.7	-9.8	-3.4	-6.1	6.3	2.5
NC(=O)CSc1nnnn1CC(CC(=O)O)c1ccccc1 (stereo not given)	6.6	-1.1	6.1	2.9	0.9	1.6	1.7	3.0
CCOC(=O)c1c(C)nc2sc3c(=O)n(-c4ccc(C)cc4)cnc3c2c1-c1ccc(OC)cc1	3.9	10.8	-2.6	37.9	-8.9	3.9	-2.9	5.5

# Other compounds
structure	697 NFkB inh	Apaf1 inhib	SENP7 inh	UBC13 inh	HKDC1 inh	SENP8 inh	Gli-Sufu antag	Jurkat NFkB inh
Cc1ccc(-c2nnc(SCC(=O)n3c4c(c5ccccc53)CCCC4)o2)cc1	8.3	-0.3	-1.5	-0.6	.	-6.2	.	-15.8
C=CCn1c(COc2ccc(CC)cc2)nnc1SCC(=O)NC1CCS(=O)(=O)C1 (stereo not given)	8.0	5.4	11.4	0.7	3.3	-5.7	40.0	-11.6
COc1ccc(S(=O)(=O)N(C(=O)c2ccco2)c2cc3sc(=O)oc3c3ccccc23)cc1	-24.1	14.9	-3.4	-32.4	26.1	-3.2	3.9	7.8
O=C(N/N=C/c1c[nH]c2ccccc12)c1cc(-c2ccccc2)n[nH]1	17.1	21.5	9.9	19.3	2.7	-1.9	-2.0	6.3
Cc1ccc(-n2ncc(C(=O)N3CCN(C(=O)c4ccco4)CC3)c2-n2cccc2)cc1	-1.4	5.4	1.9	7.5	-0.8	-4.5	9.5	2.9
Cc1ccc(-c2nnc(SCC(=O)N/N=C/c3ccccc3C(=O)O)n2-c2ccccc2)cc1	10.3	7.4	-2.3	-12.9	.	-11.3	.	7.2
Cc1ccc(NC(=O)COC(=O)CN2C(=O)NC3(CCCC3)C2=O)cc1Cl	19.5	0.6	0.5	-8.0	-2.7	-8.4	-5.8	-4.7
CCOC(=O)C1(C)NC(c2ccc(N(C)C)cc2)C2C(=O)N(c3ccc(OC)cc3)C(=O)C21 (stereo not given)	19.4	-1.9	0.3	4.5	-2.2	-1.5	3.6	2.1
CCOC(=O)c1[nH]cnc1C(=O)Nc1ccccc1C	-10.4	2.5	-4.7	-4.7	11.4	-4.4	1.2	5.4
O=C(CN1CCSCC1)c1c[nH]c2ccccc12	7.4	-11.9	3.7	4.9	2.5	-2.1	99.2*	-2.7
Cn1c(=O)oc2cc(S(=O)(=O)N3CCCC(C(=O)NCCN4CCOCC4)C3)ccc21 (stereo not given)	2.9	5.5	6.1	6.2	-8.3	3.0	10.7	3.9
COc1cccc(-n2nnc3c(=O)n(CC(=O)N4CCC(C)CC4)cnc32)c1	15.3	-16.9	1.3	5.3	-8.9	-3.0	3.8	10.1
Cc1cc(N)n(Cc2cccs2)n1	12.8	-6.1	5.4	-11.2	13.0	0.0	-3.7	11.8
COc1ccc(CC(=O)Nc2ccccc2N2CCCC2)cc1OC	3.6	5.7	1.7	-0.9	4.1	6.8	12.2	-5.1
Cc1ccc([C@H]2C(C(=O)O)=C[C@@H](CC3CCCC3)N2S(=O)(=O)c2ccc(C)cc2)cc1	14.6	7.5	-4.2	-17.6	2.4	3.8	-8.5	1.5
CCCc1cc(=O)oc2cc(OC3CCCCC3=O)ccc12 (stereo not given)	9.2	10.5	7.9	5.5	-2.8	10.4	0.1	-25.5
O=C(O)c1ccc(NC(=S)NC(=O)c2ccc3ccccc3c2)cc1	-67.7	0.0	24.1	-4.4	4.4	-7.2	-37.3	4.2
OCC1(Cc2ccccc2F)CCCN(CC2CCCCC2)C1 (stereo not given)	1.2	-2.8	-3.2	8.8	-3.7	0.6	20.9	-0.8
COCCOC(=O)c1[nH]c2c(c1C)C(=O)CC(c1ccccc1)C2 (stereo not given)	-16.1	2.2	8.0	-3.8	-0.1	-5.3	48.3	45.7
FC(F)(F)c1cccc(NC(=S)NCCc2ccccn2)c1	0.9	1.5	-4.1	6.5	-4.5	-8.7	0.4	-5.2
NC(=O)C1=C[C@@H](c2ccc(C(F)(F)F)cc2)C[C@@H](OCc2ccc(CO)cc2)O1	-23.7	11.5	7.1	2.7	4.9	-2.2	2.3	1.7
COc1cccc(CN(C(=O)/C=C/c2ccc(Cl)cc2)C2CCS(=O)(=O)C2)c1 (stereo not given)	3.7	15.3	-5.6	5.5	-7.6	-5.7	0.0	0.9
COC(=O)NNC(=O)C(c1ccccc1)c1ccccc1	16.5	-18.4	-3.2	11.4	-6.9	-0.2	1.1	12.0
CCN(CC)C(=O)CSc1nc(C)cc(C)n1	4.0	-10.2	3.5	-0.8	-10.0	9.5	17.6	-5.7
CCOC(=O)c1c(N)sc(C(O)(C(F)(F)F)C(F)(F)F)c1-c1ccc(OC)cc1OC	-14.4	2.2	3.1	-3.1	10.4	10.4	-0.2	-15.6
CC(=O)Nc1ccc(CNc2ncnc3ccc(-c4c(C)noc4C)cc23)cc1	-78.5	3.8	-1.5	-0.5	-2.2	-12.1	72.7*	-21.1
OCCNc1nc(OCC(F)(F)F)nc(N2CCN(C34CC5CC(CC(C5)C3)C4)CC2)n1	6.3	3.9	5.7	3.7	1.0	2.1	3.1	-2.0
O=S(=O)(c1ccccc1)n1cc(-c2ccccn2)c(N2CCOCC2)n1	-11.6	-2.8	-3.9	-11.3	11.9	-7.5	0.6	-9.3
CCN(CC(=O)NCc1cccs1)C(=O)c1ccc([N+](=O)[O-])o1	16.7	1.3	-1.0	-4.6	0.0	14.9	-8.9	9.4
CCC1=NN(C(=O)c2ccc(Br)cc2)C(O)(c2ccc(C)cc2)C1 (stereo not given)	11.0	17.3	1.1	0.4	16.6	0.5	-18.8	-6.9
Cc1cccc(C)c1OCc1nnc(SCC(=O)Nc2nccs2)o1	9.7	1.8	8.9	-3.8	-10.1	-7.4	2.3	22.2
Cc1ccc(S(=O)(=O)NC(=O)COc2ccccc2C)c(C)c1	9.6	0.1	0.3	6.9	1.4	-3.3	5.5	12.3
CCCCOc1ccc(-c2cc(C(=O)NNC(=S)NCC)c3ccccc3n2)cc1	-200.9	11.6	93.0*	-32.0	-26.0	93.8*	-68.5	-144.0
NC(=O)CCn1c(C(=O)c2cc(Cl)c(N)c(Cl)c2)c2ccccc2[n+]1[O-]	22.8	5.0	-6.6	61.5*	-0.9	-0.4	-4.2	7.0
Cn1cnnc1SCCNS(=O)(=O)c1cccc([N+](=O)[O-])c1	-4.7	-4.7	-2.0	1.5	4.2	-7.0	-7.1	7.8
